# Rab7 wt modul: dog Rab7 wildtype GTP binding, inhibitors and activators; GST-Rab7 beads, fluorescent GTP binding, flow cytometry; actives lie on both sides; untreated = 100%, excess cold GTP = 0%; GTP binding activity (percent of control), % at 10 µM; hit rate 0.055% among 190,000;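 active = fluorescent GTP binding to Rab7 beads changed by at least 20 points from the 100% baseline, either direction, mostly lower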;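 note: median green fluorescence of bound Bodipy-FL-GTP per Rab7 bead population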
# Mcl-1 Bim block: human Bim-Mcl-1 interaction inhibition; Q07820; Bead-based flow cytometry, Bim peptide-Mcl-1 binding; inhibition, % at 10 µM; hit rate 0.1% among 190,000; in the data active = inhibition above about 40%;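 note: 0% = no compound tracer wells and 100% = peptide blocker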
# Target sequence (Q07820 whole entry, looked up): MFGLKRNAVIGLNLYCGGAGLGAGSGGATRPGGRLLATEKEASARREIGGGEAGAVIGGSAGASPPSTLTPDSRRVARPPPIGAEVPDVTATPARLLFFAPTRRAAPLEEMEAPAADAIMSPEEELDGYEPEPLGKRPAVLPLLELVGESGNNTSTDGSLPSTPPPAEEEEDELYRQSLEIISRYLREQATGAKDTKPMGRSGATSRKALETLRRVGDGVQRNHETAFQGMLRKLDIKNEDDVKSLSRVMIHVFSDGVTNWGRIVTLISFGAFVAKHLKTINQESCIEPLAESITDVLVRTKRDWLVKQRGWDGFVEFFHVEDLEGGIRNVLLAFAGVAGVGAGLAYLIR
# Rac1 mut GTP: modulators of GTP binding to human Rac1 activated mutant | P63000 | GST-Rac1 activated beads, fluorescent GTP binding, flow cytometry; actives lie on both sides; 100% means binding = to untreated wells | percent activity (GTP binding), % at 10 µM | hit rate 0.11% among 190,000 | AID 764;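 active = GTP binding at least 20 percentage points away from the 100% baseline, in either direction, so actives lie on both sides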
# Rac1 wt modul: modulators of human Rac1 wildtype GTP binding | GTP binding activity (% of control), % at 10 µM | AID 757 | GST-Rac1 beads, fluorescent GTP binding, flow cytometry; actives lie on both sides; 0 = cold GTP competed, 100 = untreated | hit rate 0.27% among 190,000;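 active = GTP binding activity at least 20 points away from the 100% control level, either lower or higher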
# Cdc42 wt GTP: modulators (inhibitors or activators) of GTP binding to human Cdc42 wildtype | P60953 | GST-Cdc42 beads, Bodipy-GTP binding, flow cytometry; actives lie on both sides | percent activity (GTP binding), % at 10 µM | hit rate 0.2% among 190,000 | AID 761;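 active = percent activity GTP binding at least 20 points away from the 100% baseline, either down as inhibitor or up as activator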;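 note: median bead fluorescence of bound Bodipy-FL-GTP at 100 nM; 0% = excess unlabeled GTP control and 100% = no compound control; below 100% means less GTP binding so inhibitor and above means activator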
# Target sequence (P60953 whole entry, looked up): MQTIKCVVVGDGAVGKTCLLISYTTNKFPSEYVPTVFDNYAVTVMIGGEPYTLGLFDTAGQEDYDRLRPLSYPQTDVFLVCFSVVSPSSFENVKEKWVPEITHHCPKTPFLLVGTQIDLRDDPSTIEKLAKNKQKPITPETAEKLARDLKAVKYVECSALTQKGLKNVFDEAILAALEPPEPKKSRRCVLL
# Mcl1 Noxa PPI: Mcl-1/Noxa interaction inhibition; Q07820; TR-FRET Mcl-1/Noxa peptide binding, 2 h; inhibition, % at 21.7 µM; hit rate 1.5% among 220,000;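 active = compounds that cut the protein-peptide binding signal by more than 50% relative to plate controls in a single-dose test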;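 note: His-tagged Mcl-1 with rhodamine Noxa BH3 peptide and terbium anti-His antibody; 0% = Mcl-1 plus Noxa peptide wells and 100% = peptide-only wells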
# HRas wt GTP: modulators of GTP binding to human HRas wildtype; P01112; GST-Ras wt beads, Bodipy-FL-GTP binding, flow cytometry; actives lie on both sides; GTP binding activity, % at 10 µM; hit rate 0.14% among 190,000; AID 759;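 active = GTP binding activity at least 20% away from the 100% baseline, either lowered as inhibitor or raised as activator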;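 note: 0% = unlabeled GTP competition control and 100% = no-compound control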
# Target sequence (P01112 whole entry, looked up): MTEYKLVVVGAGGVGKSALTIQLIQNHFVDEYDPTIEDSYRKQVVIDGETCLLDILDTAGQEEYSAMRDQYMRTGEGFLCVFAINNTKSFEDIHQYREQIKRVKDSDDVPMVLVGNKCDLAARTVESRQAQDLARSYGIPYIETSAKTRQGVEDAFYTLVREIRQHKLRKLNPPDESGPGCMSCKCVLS
# Pf gamet viab: inhibitors of late stage P. falciparum gametocyte viability. P. falciparum stage V gametocytes, ATP luminescence, 24 h. inhibition, % at 10.9 µM. hit rate 0.065% among 150,000;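 active = inhibition above the mean plus 3 SD of compounds within the control limits, set per campaign, cut at about 38% in these data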;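 note: 0% = DMSO wells and 100% = medium only without gametocytes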
# Avidin bead fluor: avidin bead compound fluorescence profile. Avidin beads, compound fluorescence 488/530 nm, flow cytometry; active compounds read high. fluorescence (KMESF) at 10 µM. hit rate 0.38% among 220,000; in the data active = fluorescence above about 47; note: inactives centre near 10
# Mcl1-Bid inh: disrupts binding of human Mcl-1 to Bid peptide | Q07820 | TR-FRET Mcl-1/Bid-Dy647 peptide binding, 1536-well | inhibition, % at 21.7 µM | hit rate 0.97% among 220,000;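 active = compounds that cut the binding signal by more than half at the single screening dose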;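 note: His-tagged Mcl-1 with europium anti-His antibody binding Bid BH3 peptide; 0% = Mcl-1 plus peptide wells and 100% = peptide-only wells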
# Rab2A wt mod: changes GTP binding to wildtype dog Rab2A, up or down; P61105; GST-Rab2 wt beads, Bodipy-GTP binding, flow cytometry; GTP binding activity, % at 10 µM; hit rate 0.19% among 190,000; AID 760;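 active = GTP binding activity at least 20 points away from 100%, either lowered or raised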;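 note: 0% = beads with excess unlabeled GTP and 100% = no-compound control corrected for plate trend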
# The depositor's hits bear a star; / = no result given. Hits appear at their usual frequency; 2.7% or so of the library scored in one or more.
SMILES,Rab7 wt modul,Mcl-1 Bim block,Rac1 mut GTP,Rac1 wt modul,Cdc42 wt GTP,Mcl1 Noxa PPI,HRas wt GTP,Pf gamet viab,Avidin bead fluor,Mcl1-Bid inh,Rab2A wt mod
CCOC(=O)c1sc(NC(=O)COC(=O)CNC(=O)C2CCCCC2)c(C(=O)OCC)c1C,100,-6,102,103,101,-8,102,/,5,-5,102
O=C(COC(=O)c1cc2ccccc2oc1=O)Nc1cccc(S(=O)(=O)N2CCCCCC2)c1,106,-1,100,104,102,0,101,/,5,-23,100
O=C(NNC(=O)C1CCCCC1)c1ccco1,97,-1,99,102,107,-6,98,9,8,-30,98
Cn1c(C(=O)NC2CCCC2)cc2c(=O)n(C)c3ccccc3c21,97,-6,96,102,98,21,97,/,7,1,99
O=C(O)CNC(=S)N(Cc1ccco1)Cc1ccccc1Cl,96,-4,96,98,97,17,99,/,8,-23,96
O=C(NCC1CCCO1)C1c2ccccc2C(=O)N1Cc1ccc2c(c1)OCO2 (centres undefined),98,1,98,103,101,-13,101,7,22,-1,98
O=C1CC(N(Cc2ccco2)C(=O)Nc2ccc(F)cc2)C(=O)N1c1ccc(F)cc1 (centres undefined),100,-1,100,105,107,22,102,3,8,-15,102
CCn1cc(C(=O)N2CCN(c3ccc(OC)cc3)CC2)c2cc(OC)c(OC)cc2c1=O,99,11,94,95,94,13,95,-5,8,-32,96
Cc1ccc(S(=O)(=O)NC(N)=NCCc2ccccc2)cc1C,101,-5,99,103,104,9,101,-6,9,-3,100
COc1ccc(CC(=O)Nc2cccc(-c3nnc(-c4ccccc4)o3)c2)cc1OC,100,-1,99,101,100,1,100,/,16,3,100
COCc1cccc(N2C(=O)CC(C3C=C(C)C4C(=O)N(c5cccc(COC)c5)C(=O)C4C3)C2=O)c1 (centres undefined),107,6,97,102,101,-9,99,-4,/,-7,103
O=C(COc1ccccc1F)Nc1nnc(-c2ccncc2)s1,99,-5,98,104,101,20,102,21,17,5,101
CC(/C=N/n1c(-c2ccc(C)cc2)n[nH]c1=S)=C\c1ccco1,96,-8,98,102,98,22,97,/,11,-24,96
Cc1c(NC(=O)Cn2ccc([N+](=O)[O-])n2)c(=O)n(-c2ccccc2)n1C,101,0,97,103,104,-2,101,/,9,-8,98
Cc1ccc(CC2SC(=Nc3ccccc3)N(c3ccccc3)C2=O)cc1 (centres undefined),97,-3,100,100,100,10,99,/,4,-7,100
COC(=O)C1=C(N)Oc2cc(C)n(Cc3cccnc3)c(=O)c2C1c1ccccc1OC (centres undefined),88,-3,91,89,94,/,94,/,10,-29,91
CC(=O)c1c(OC(=O)c2ccccc2Br)ccc2c(C)cc(=O)oc12,107,-2,100,104,97,0,104,/,7,-11,102
CCOc1ccc(NC(=O)Nc2ccccc2C(N)=O)cc1,108,1,99,102,98,-3,102,-54,10,-14,101
COc1cc(N(C)C)c([N+](=O)[O-])cc1C(=O)NC(C)CNc1ccc([N+](=O)[O-])cc1Cl (centres undefined),102,-5,100,105,101,-2,101,/,9,-10,100
CNC(=O)c1ccccc1NC(=O)c1ccc(C)c(S(=O)(=O)N2CCCCC2)c1,102,-2,100,101,101,12,101,/,14,-3,99
CCN(CC)c1ccc(NC(=O)Cn2nnc(-c3cccc(OC)c3OC)n2)c(C)c1,97,-6,97,104,98,43,101,/,8,-44,98
CC1CC(NC(=O)Cc2ccc(Br)cc2)CC(C)(C)C1 (centres undefined),99,0,98,104,102,13,101,15,22,4,99
CCOCCCNC(=S)N1CCCN(c2nc3cc(C)c(C)cc3cc2C#N)CC1,99,13,93,92,93,-42,93,-2,9,-77,97
C/C(CC(=O)Nc1cccc(F)c1)=N\NC(=O)C(=O)NC1CCCCC1,104,-1,104,109,101,14,102,/,1,-29,98
COc1ccc(N2C(=O)C(CC(=O)Nc3ccccc3)N(Cc3ccccn3)C2=S)cc1 (centres undefined),103,-5,95,101,98,-3,100,-9,8,-5,103
# The results go on:
SMILES,Rab7 wt modul,Mcl-1 Bim block,Rac1 mut GTP,Rac1 wt modul,Cdc42 wt GTP,Mcl1 Noxa PPI,HRas wt GTP,Pf gamet viab,Avidin bead fluor,Mcl1-Bid inh,Rab2A wt mod
Cc1nc2scc(-c3ccc(Cl)cc3)c2c(=O)o1,101,2,100,101,100,-10,101,-10,26,-1,103
CCN(Cc1nc2ccccc2c(=O)[nH]1)Cc1cc(=O)oc2cc(OC)ccc12,99,-2,98,105,105,28,100,15,5,-8,104
CC(C)CNC1=CC(=O)CC(c2ccco2)C1 (centres undefined),102,1,101,104,104,13,102,4,6,-75,101
COCc1nnc(NC(=O)c2cc(C(=O)OC)cc([N+](=O)[O-])c2)s1,97,2,100,99,102,29,101,17,15,-28,101
O=c1oc2c(CN3CCOCC3)c(O)ccc2c2c1CCC2,106,0,101,105,108,9,108,/,15,-104,108
O=C(CN1CCN(Cc2ccc(F)cc2Cl)C1=O)NCCCN1CCOCC1,99,1,100,103,101,-5,101,/,7,-15,101
Cc1ccc(NC(=S)NC(NC(=O)N(C)C)C(Cl)(Cl)Cl)cc1 (centres undefined),102,-1,102,103,101,22,101,8,7,-48,102
CC1=C(C(=O)Nc2ccccc2C)C(c2cccnc2)n2nc(CCCO)nc2N1 (centres undefined),101,-1,103,106,106,18,105,-27,7,-7,106
COCCn1c(SC(C(=O)Nc2cc(C)ccc2OC)c2ccccc2)nnc1-c1ccc(Cl)cc1 (centres undefined),97,-24,100,103,99,-12,99,2,3,-22,97
COc1cccc(C2CC(C(F)(F)F)n3ncc(C(=O)Nc4c(C)n(C)n(-c5ccccc5)c4=O)c3N2)c1 (centres undefined),95,/,98,100,96,7,96,16,4,-8,98
COC(=O)c1cccc(NC(=O)CCSc2ccc(Cl)cc2)c1C,91,-1,94,93,96,/,94,/,10,-7,91
CCOc1ccc(C(=O)Nc2cccc(-c3ccc4nncn4n3)c2)cc1,99,-1,97,96,98,3,98,-2,7,-15,98
Cc1cc(N/N=C/c2ccccc2F)c2ccccc2n1,96,3,95,97,96,16,97,6,9,-42,98
CCCCCCCNC(=O)C1CC(=O)N(C)C(=Nc2ccc(OC)cc2)S1 (centres undefined),97,-3,97,101,99,25,100,/,3,0,98
CCCCN(C)CCNC(=O)c1ccc2c(c1)NC(=O)C(N1CCCCC1)S2 (centres undefined),94,1,98,98,98,/,97,/,9,/,97
COc1ccc(CCNC(=O)CN2C(=O)C3(OCCCO3)c3ccccc32)cc1OC,101,-3,99,100,100,5,102,/,35,3,101
Cc1cc(N2CCN(C(c3ccccc3)c3ccc(Cl)cc3)CC2)n2ncnc2n1 (centres undefined),100,-2,99,105,103,-9,101,/,6,3,102
O=C(CSc1nnc(-c2ccc(Br)cc2)o1)N1CCN(C(=O)c2ccco2)CC1,96,-1,98,102,99,5,98,-8,12,-33,98
COc1cc2c(cc1OC)CN(Cc1cc(OC)c(O)c(OC)c1)CC2,101,0,96,100,99,11,100,14,30,-36,100
O=C(Nc1nc(-c2ccc(F)cc2)cs1)c1cccnc1,103,-3,95,101,98,25,100,-3,23,-10,100
O=S(=O)(NCCSc1ccccn1)c1ccc(Cl)cc1,97,-2,96,97,98,13,96,-16,4,-7,93
CCOC(=O)c1ccc(NC(=O)c2ccc(CO)c(C(=O)NC3CCN(C(=O)OCC)CC3)c2)cc1,101,1,99,108,104,6,102,/,11,-26,101
Cc1ccc(CNC(=O)c2cc3c(C)nc4ccccc4c3o2)cc1,89,7,91,83,87,-58,86,/,7,27,83
CNS(=O)(=O)c1cc(N)ccc1C,106,-1,95,99,100,13,99,10,9,-16,101
O=C(NCCC1=CCCCC1)C(=O)NCc1ccccc1Cl,99,0,99,100,99,-3,99,/,12,-13,98
# Remaining list, next part:
SMILES,Rab7 wt modul,Mcl-1 Bim block,Rac1 mut GTP,Rac1 wt modul,Cdc42 wt GTP,Mcl1 Noxa PPI,HRas wt GTP,Pf gamet viab,Avidin bead fluor,Mcl1-Bid inh,Rab2A wt mod
Clc1ccccc1Cn1nc(-c2ccccc2)nc1-c1ccccc1,96,-3,98,103,105,18,99,2,12,-4,99
CC(C)(C)C(=O)NC1=NN(c2c(Cl)cc(Cl)cc2Cl)C(=O)C1,102,0,91,92,91,1,95,16,6,-14,94
COc1ccc(NC(=O)C2CC(=O)N(C(C)C)C2)cc1 (centres undefined),105,-3,100,106,99,4,102,/,8,-24,101
CCOc1ccccc1N1CCN(S(=O)(=O)c2ccc(Cl)s2)CC1,97,-5,97,103,104,12,101,/,16,-9,101
CCCCOCC1CN(c2ccccc2)C(=O)CS1 (centres undefined),98,-3,95,95,99,19,98,/,16,-17,97
Clc1cccc(N/N=C(\Cc2nc3ccccc3[nH]2)c2ccccc2)c1,100,-6,100,102,99,-15,101,2,16,-95,100
O=C(COc1ccc2ccccc2c1)NCC(=O)N/N=C/c1ccco1,99,-1,99,104,100,4,99,/,12,-106,100
CCn1c(CNc2ccc(Cl)cc2)nnc1SCCN1CCCCC1,100,-1,99,103,97,-20,99,/,7,-17,99
O=C(NCCNS(=O)(=O)c1cccc(C(F)(F)F)c1)c1cc(OCC(F)(F)F)ccc1OCC(F)(F)F,100,-1,96,103,98,7,98,-5,7,-26,98
CCOC(=O)c1oc2cc(O)c(CC)cc2c(=O)c1-c1cscn1,102,0,94,96,96,11,95,-10,9,-47,96
CC(C)(C)C(=O)Nc1ccccc1C(=O)Nc1ccccn1,93,-1,95,103,99,-5,97,/,23,4,96
COc1cccc(C(=O)N(Cc2nc(-c3cccc(C)c3)no2)C(C)C)c1OC,101,-4,102,101,104,-10,104,9,8,-1,103
O=C(Cn1c(NCCO)nc2ccccc21)c1ccc(Cl)cc1,95,3,100,101,102,12,97,-16,6,-9,96
COc1cccc(N(CC(=O)N2CCN(C)CC2)S(=O)(=O)c2ccc(C)cc2)c1,100,-1,103,105,107,-7,106,5,14,-37,107
Cc1nc(NC(=O)c2csc3ccccc23)sc1C,96,-7,101,109,102,14,101,/,43,-1,103
COc1ccc(-c2nnc(SCc3csc(N)n3)n2C)cc1,97,0,98,101,99,5,99,-18,7,-10,98
COc1ccc(NC(=O)CCN2CCN(S(=O)(=O)c3ccc(C(C)C)cc3)CC2)cc1,103,1,101,108,105,1,104,/,13,-36,102
CCCc1[nH]nc2c1C(c1ccsc1)C(C#N)=C(N)O2 (centres undefined),106,-2,94,104,98,-4,99,/,11,-9,100
Cc1ccc(S(=O)(=O)N2CC(O)CC2C(=O)OCC(=O)c2ccccc2Cl)cc1C (centres undefined),97,-1,98,103,100,3,99,-1,16,3,97
CCOc1ccccc1CNC(=O)C1CCN(C(=O)c2sccc2-n2cccc2)CC1,103,3,98,102,102,5,102,/,9,-70,102

# Screening data deposited in PubChem BioAssay by several laboratories.
